# Tat export inh – E. coli Tat export inhibitors, primary screen, MC4100, TorA-mCherry reporter, fluorescence, single point; inhibition, % at 10 µM; hit rate 0.036% among 340,000;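 active means mean replicate inhibition at least 50% and at least half of replicates individually reaching 50%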;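 further: exported cargo escapes ClpAP degradation while cytoplasmic cargo is degraded and loses fluorescence; 0% = median of neutral control wells and 100% = median of NaSCN control wells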
# SUMO Mot1 rescue – yeast Mot1-301 growth rescue at high temperature, primary screen, SUMOylation pathway inhibitor project, S. cerevisiae, ATP luminescence, 38.5C; growth rescue, % at 18.8 µM; S. cerevisiae Mot1-301 growth rescue; percent above DMSO median, 100 means doubled; hit rate 1% among 320,000; AID 2716, 2010;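 active means every valid replicate shows activation above 250% relative to neutral control wells; inactive means the rest, any valid replicate at or below 250%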;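 further: OY570 slx delta 5 strain wells were the positive control but not used for scaling; some compounds called inactive have numbers as strong as hits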
# OPRM1-OPRD1 ag – agonists of OPRM1-OPRD1 heterodimerization, primary screen, cell-based, luminescence | hit rate 0.3% among 340,000 | cells | activation, % at 9.3 µM; in the data active means activation above about 18%;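 further: 0% = vehicle-treated cells and 100% = reference agonist; values of inactives mirror those of a sister screen read the other way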
# HTR5A inv ag – HTR5A inverse agonists in luminescence cell assay, primary screen, counter-screen for OPRM1-OPRD1 heterodimer inverse agonist project, full-deck HTS; HTR5A cell line, inverse agonism; AID 504634, 2011; 5-hydroxytryptamine receptor 5A (Homo sapiens), P47898; inhibition, % at 9.3 µM; hit rate 0.083% among 340,000; in the data active means inhibition mostly above about 23%, no sharp cut-off; inactive means mostly below about 18%;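 further: 0% = cells with DMSO and 100% = no-cell wells with DMSO; some compounds called inactive have numbers as strong as hits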
# Target sequence (P47898 whole entry, looked up): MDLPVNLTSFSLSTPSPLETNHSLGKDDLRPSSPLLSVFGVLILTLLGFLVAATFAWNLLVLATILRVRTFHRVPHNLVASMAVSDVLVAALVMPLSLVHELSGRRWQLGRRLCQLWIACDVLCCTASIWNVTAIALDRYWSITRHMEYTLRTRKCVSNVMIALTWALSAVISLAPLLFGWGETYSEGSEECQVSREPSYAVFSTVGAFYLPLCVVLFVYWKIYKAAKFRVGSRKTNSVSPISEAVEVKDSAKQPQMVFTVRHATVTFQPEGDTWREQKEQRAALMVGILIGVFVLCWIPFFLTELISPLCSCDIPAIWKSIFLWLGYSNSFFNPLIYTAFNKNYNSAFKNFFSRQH
# PKA-R2B act – activators of PKA-R2B holoenzyme, primary screen, biochemical, fluorescence polarization, Cy5-IP20, human | cAMP-dependent protein kinase catalytic subunit beta (Homo sapiens) + cAMP-dependent … | PKA-R2B holoenzyme dissociation; R2B truncated from residue 108, S112A mutant; 0% DMSO only, 100% 113 µM cGMP | activation, % at 11.4 µM | hit rate 0.079% among 340,000 | AID 504700, 2011;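 active means activation above a cutoff set at the mean over all compounds plus 3 SD, cut at about 18% in these data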;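 further: higher means more holoenzyme dissociation and a rise in polarization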
# Target sequence (P31323 whole entry, looked up, other chains not shown, the tested form may be a part): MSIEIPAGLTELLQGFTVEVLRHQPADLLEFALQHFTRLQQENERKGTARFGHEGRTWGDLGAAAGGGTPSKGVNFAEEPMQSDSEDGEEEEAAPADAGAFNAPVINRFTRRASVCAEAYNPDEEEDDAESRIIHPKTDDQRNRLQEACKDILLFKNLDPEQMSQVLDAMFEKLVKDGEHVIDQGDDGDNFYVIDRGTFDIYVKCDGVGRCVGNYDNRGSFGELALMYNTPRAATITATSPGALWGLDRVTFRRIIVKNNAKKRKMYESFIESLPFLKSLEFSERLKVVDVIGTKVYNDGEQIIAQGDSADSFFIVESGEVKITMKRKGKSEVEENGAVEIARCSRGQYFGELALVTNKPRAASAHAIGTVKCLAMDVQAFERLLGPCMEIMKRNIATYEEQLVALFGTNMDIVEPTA
# Ecoli viability – E. coli V3065 growth inhibition, primary screen, counter-screen for AddAB inhibitor project, absorbance, OD600 | 18 h | inhibition, % at 11.9 µM | hit rate 0.27% among 330,000 | AID 449728, 2010;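 active means inhibition above the campaign's mean inhibition across all tested compounds plus 3 SD, cut at about 9.9% in these data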;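 further: uninfected addAB+ strain grown without phage in ampicillin broth; 0% = DMSO wells and 100% = ciprofloxacin 0.95 µg/ml wells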
# PfHsp90 set2 – growth inhibition of PfHsp90-expressing yeast, primary screen, antimalarial PfHsp90 inhibitor project, S. cerevisiae, BacTiter-Glo luminescence, single point, set 2 | hit rate 0.32% among 310,000 | inhibition, % at 9.4 µM | BacTiter-Glo ATP, 48 h; yeast lacking PDR1 and PDR3 efflux regulators;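 active means every replicate shows inhibition above about 80%, whatever the replicate mean, limit read from the data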;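 further: 0% = DMSO neutral controls and 100% = 20 µM radicicol positive controls; yeast relying on Plasmodium falciparum Hsp90 in place of its own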
# PKA-R1A act – activators of PKA-R1A holoenzyme, primary screen, biochemical, fluorescence polarization, Cy5-IP20, bovine R1A, mouse PKAc; cAMP-dependent protein kinase type I-alpha regulatory subunit (Bos taurus) + …; PKA-R1A dissociation; scaled: DMSO 0%, 113 µM cGMP 100%; activation, % at 11.4 µM; hit rate 0.083% among 340,000; AID 504707, 2011;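 active means percent activation above the mean of all tested compounds plus 3 SD, cut at about 19% in these data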;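 further: higher means more PKAc released from R1A so a rise in polarization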
# AddAB inh – growth inhibition of E. coli expressing H. pylori AddAB, primary screen, AddAB inhibitor project, absorbance; hit rate 0.29% among 330,000; inhibition, % at 11.9 µM; in the data active means inhibition above about 12%;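 further: 0% = vehicle wells of infected cells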
# MOR-DOR inv ag – inverse agonists of MOR-DOR heterodimerization, primary screen, cell-based, luminescence; hit rate 0.21% among 340,000; cell-based MOR-DOR heterodimer luminescence, inverse agonism; inhibition, % at 9.3 µM; Mu-type opioid receptor (Homo sapiens) + Delta-type opioid receptor (Homo sapiens), …; in the data active means inhibition above about 22%, passing the limit was not always enough;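 further: 0% = cells with DMSO and 100% = wells without cells with DMSO; values of inactives mirror those of a sister screen read the other way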
# phage Ecoli inh – growth loss of phage-infected E. coli, primary screen, RecBCD inhibitor project, absorbance, with phage, HTS | inhibition, % at 11.9 µM | hit rate 0.26% among 360,000 | AID 651602, 2012; in the data active means inhibition above about 11%
# * = called active by the depositor; i = inactive; . = not tested or not shown. The order is random (roughly 2.2% active in at least one column).
SMILES,Tat export inh,SUMO Mot1 rescue,OPRM1-OPRD1 ag,HTR5A inv ag,PKA-R2B act,Ecoli viability,PfHsp90 set2,PKA-R1A act,AddAB inh,MOR-DOR inv ag,phage Ecoli inh
Cc1cccc(-c2nnc3n2N=C(c2ccccc2)CS3)c1,15,57,2.4,20,8,-0.2,-5,14,2.1,-11,2.0
COc1ccc(S(=O)(=O)N2CCc3ccccc32)cc1C(=O)NCCc1ccccn1,1,-8,-2.2,21,2,0.8,8,-1,-1.6,12,0.8
COc1ccc(C(=O)NN2C(=O)C3CCC(C)(C2=O)C3(C)C)cc1 (stereo unspecified),-2,-4,-0.5,5,5,1.6,0,2,1.4,3,0.6
CCOC(=O)c1cnn(-c2ccccc2)c1-n1cccc1C(=O)C(=O)Nc1ccc(F)cc1,4,17,-0.8,-6,-12,0.2,.,-11,3.2,4,0.2
O=C(CN1C(=O)NC2(CCCCCCC2)C1=O)Nc1ccc(Br)cc1Br,-4,14,3.2,-16,2,-1.1,16,3,2.3,-13,3.4
O=C(NCC1CCN(Cc2ccccc2F)CC1)C1CCCN(c2ncnc3c2nc2n3CCCCC2)C1 (stereo unspecified),-1,-8,-0.1,5,3,-0.6,1,-2,1.4,0,0.5
CC(=O)n1ccnc1,2,6,-0.9,-25,6,0.1,16,-7,-1.1,5,3.5
Cc1oc2cc3oc(=O)c(CCC(=O)N[C@H](C(=O)O)C(C)C)c(C)c3cc2c1C,1,28,-1.6,-1,-1,0.5,-26,6,2.0,8,-1.0
O=C1NC2(CCCCC2)C(=O)N1CCN1C(=O)c2ccccc2C1=O,-2,-18,-3.1,-33,-10,2.5,16,-6,-0.2,16,2.2
COc1cc2c(cc1NS(=O)(=O)N1CCCCC1)oc1ccccc12,14,-3,2.7,-18,-11,5.6,-33,-3,1.5,-14,1.8
O=C(Cn1cc(S(=O)(=O)Cc2ccccc2)c2ccccc21)N1CCOCC1,2,3,-2.0,-3,0,1.8,-1,-7,0.1,8,1.3
Cc1cc(C(=O)CSc2nnc(-c3cccnc3)n2-c2ccccc2F)c(C)n1CC1CCCO1 (stereo unspecified),4,-1,-0.6,-4,-8,-1.2,-15,8,-3.5,3,2.0
CCN(CC(=O)Nc1cccc(OC)c1)CC(=O)Nc1ccccc1C,-2,-5,-2.8,-18,-13,-2.7,7,-15,-1.0,12,0.8
CCOC(=O)/C=C/c1nc(C(=O)OCC)c(C)c(=O)[nH]1,-5,108,-2.1,-2,-6,0.2,5,7,-0.7,12,2.5
O=C1c2ccccc2C(=O)N1/N=C/c1ccc(O)c(O)c1,-6,-6,-0.9,15,4,-1.6,3,-6,5.3,4,1.1
COc1cc(C(=O)NC2CC(C)(C)Cc3c2cnn3-c2ccccc2)cc(OC)c1OC (stereo unspecified),7,-8,-0.6,3,-2,-1.2,-10,-3,0.8,3,0.4
CC(NC(=O)C1CCN(C(=O)Nc2ccccc2)CC1)c1ccccc1 (stereo unspecified),5,-8,0.0,-8,-2,0.9,20,-16,1.6,0,1.6
COC(=O)C1=C(C(=O)OC)C(c2ccc(OC)c(OC)c2)c2sc(=O)[nH]c2S1 (stereo unspecified),-13,3,-0.3,-2,-6,-0.5,16,8,1.7,2,4.4
C[C@@H](OC(=O)c1[nH]cnc1C(=O)N1CCN(C(=O)OC(C)(C)C)CC1)c1ccccc1,-1,-13,-1.0,-19,-7,-1.3,-17,-13,0.4,6,0.4
CCN1C(=O)[C@H]2[C@H]3CN=C(SCc4ccccc4)N3[C@@](C)(C(=O)OC)[C@H]2C1=O,2,.,-2.9,9,-6,-0.4,-15,-6,-0.6,14,3.5
O=C(CCN1C(=O)c2ccc([N+](=O)[O-])cc2C1=O)Nc1ccccc1C(=O)O,-2,-14,5.2,-11,2,0.1,2,-11,6.0,-27,0.6
CN(C)C(=O)CSc1nnc(-c2cnccn2)n1C,-16,3,0.6,-8,-7,0.3,.,-11,2.2,-4,1.0
Cc1ccc(C)c(S(=O)(=O)NCC(=O)N2CCCC2)c1,5,-1,-1.6,4,4,2.0,2,9,1.0,9,0.4
Cc1cccc(NC(=O)CN2CCN(C(=O)c3oc4c(Cl)cccc4c3C)CC2)c1C,14,108,-1.4,-7,-17,-1.2,-19,-6,0.5,5,-1.1
CCOC(=O)N1CCN(Cc2nc(N)nc(Nc3ccc(C)cc3)n2)CC1,-15,.,-4.3,-34,1,-1.2,-1,15,-0.5,22,0.3

# Reformatted with each value named: entries from further up
O=C1c2ccccc2C(=O)N1/N=C/c1ccc(O)c(O)c1
  Tat export inh = -6 | SUMO Mot1 rescue = -6 | OPRM1-OPRD1 ag = -0.9 | HTR5A inv ag = 15 | PKA-R2B act = 4 | Ecoli viability = -1.6 | PfHsp90 set2 = 3 | PKA-R1A act = -6 | AddAB inh = 5.3 | MOR-DOR inv ag = 4 | phage Ecoli inh = 1.1
COc1cc(C(=O)NC2CC(C)(C)Cc3c2cnn3-c2ccccc2)cc(OC)c1OC (stereo unspecified)
  Tat export inh = 7 | SUMO Mot1 rescue = -8 | OPRM1-OPRD1 ag = -0.6 | HTR5A inv ag = 3 | PKA-R2B act = -2 | Ecoli viability = -1.2 | PfHsp90 set2 = -10 | PKA-R1A act = -3 | AddAB inh = 0.8 | MOR-DOR inv ag = 3 | phage Ecoli inh = 0.4

# The main list resumes with the 2 entries that preceded the break.
SMILES,Tat export inh,SUMO Mot1 rescue,OPRM1-OPRD1 ag,HTR5A inv ag,PKA-R2B act,Ecoli viability,PfHsp90 set2,PKA-R1A act,AddAB inh,MOR-DOR inv ag,phage Ecoli inh
Cc1cccc(NC(=O)CN2CCN(C(=O)c3oc4c(Cl)cccc4c3C)CC2)c1C,14,108,-1.4,-7,-17,-1.2,-19,-6,0.5,5,-1.1
CCOC(=O)N1CCN(Cc2nc(N)nc(Nc3ccc(C)cc3)n2)CC1,-15,.,-4.3,-34,1,-1.2,-1,15,-0.5,22,0.3
Cc1cccc(N2CC(O)(c3cccs3)[N+]3=C2CCCC3)c1C (stereo unspecified),0,-18,-4.6,10,-6,-0.2,2,2,5.3,22,1.4
O=C(NCc1ccccn1)c1coc(=O)c(Br)c1,7,-8,-2.3,7,9,2.4,22,3,-0.8,13,0.1
COC(=O)Nc1ccc(S(=O)(=O)N2CCCC(C(=O)NC3CCCCC3)C2)cc1 (stereo unspecified),-5,-6,-1.5,-2,-9,-1.2,10,-8,0.6,7,-0.1
O=C(CN1CCN(S(=O)(=O)c2ccccc2)CC1)Nc1cccc(C(F)(F)F)c1,6,12,0.6,-19,-8,-1.8,57,2,-1.2,-4,3.9
Cc1ccccc1OC(=O)n1c(=S)oc2cc(Cl)ccc21,-24,3,1.3,-1,-4,-0.5,.,-9,3.5,-7,-0.1
COc1ccc(CN2CCN(S(=O)(=O)c3ccccc3)CC2)c(OC)c1,6,57,-0.9,-13,-1,-2.4,30,-2,-2.1,4,1.4
CCN(CC)C(=O)CSc1nc(COc2ccccc2)nc2ccccc12,-2,-21,-1.4,-19,-7,-1.1,30,11,1.5,7,1.9
CCCCOc1cccc(OCC(=O)Nc2nc3ccccc3[nH]2)c1,-11,9,4.3,-8,-5,0.4,-1,14,3.7,-23,-2.7
CCCc1cc(=O)n2[nH]c(-c3ccc(Br)cc3)cc2n1,-3,i,-2.0,-23,-9,-1.6,7,1,5.1,11,1.4
Cc1cccc(CN2CCSc3sccc3C2=O)c1,4,-7,-2.6,8,-19,-0.8,-4,0,1.0,13,3.0
CN(Cc1ccccc1)C(=O)CN1C(=O)COc2ccc(S(=O)(=O)N3CCCC3)cc21,4,-4,-2.8,-21,-4,1.6,-17,5,0.8,15,1.8
COc1cc(/C=C\C(=O)NCc2ccc3c(c2)cc(C)n3C)cc(OC)c1OC,2,-12,-0.4,-6,-8,-1.6,-17,-11,-0.6,3,0.8
COc1cccc(-c2cn(C[C@H]3CC[C@@H]([C@@H]4CC[C@H](Cn5cc(-c6cccc(OC)c6)nn5)O4)O3)nn2)c1,4,1,-1.8,-35,-5,0.5,1,-2,2.4,10,4.0
C=C(C)C(=O)Nc1cccc(C2=NOC3(C2)C[C@H](C(N)=O)N(C(=O)COc2ccc(Cl)cc2)C3)c1 (stereo partly specified),-3,-3,-2.2,-3,2,-2.0,16,0,4.9,13,0.5
CCn1c(-c2cc(-c3ccc(OC(C)C)cc3)nc3ccccc23)n[nH]c1=S,14,19,-0.7,27,4,0.2,.,-1,2.8,3,.
Cc1nnc(SCC(=O)Nc2ccc3c(c2)OCO3)n(N)c1=O,2,8,-1.8,-7,0,-0.8,.,-3,-0.5,9,2.1
Nc1ncc2c(n1)-c1cc(Cl)ccc1SC2,4,-26,3.2,-12,3,1.9,-21,2,3.3,-16,-1.0
Cc1cccc(Cn2c(C(C)O)nc3ccccc32)c1 (stereo unspecified),2,-3,-0.8,0,-19,-2.2,.,-2,2.0,5,3.3
CCC(=O)N1CCc2cc(S(=O)(=O)NCCC(=O)N3CCN(Cc4ccccc4)CC3)ccc21,-11,-10,0.1,1,-8,-2.6,.,-14,4.1,0,-0.1
COc1ccc2cc(OCC(=O)NNC(=O)Nc3ccc(F)cc3)ccc2c1,1,-11,-0.3,3,-4,0.9,4,-12,-1.1,2,2.7
COc1cc2ncnc(NCc3ccccc3)c2cc1OC,0,3,-0.4,4,2,-2.5,-34,3,1.3,2,-1.5
S=c1nc(-c2ccccc2)[nH]c2ccc(Br)cc12,-9,7,-0.7,3,0,-0.5,-14,-6,-7.8,4,1.2
C(=C\c1ccc2ccccc2n1)/c1ccccc1,1,8,2.8,10,4,2.0,2,-10,3.1,-15,-1.9
Cc1noc(/C=C/N(C)C)c1S(=O)(=O)N1CCN(c2ccccc2)CC1,16,3,2.6,-15,-1,-1.5,18,4,-1.7,-14,0.1
Cc1ccccc1N=C1NC(=O)/C(=C/c2cccn2C)S1,-8,254,-2.4,-10,-3,-0.6,0,-6,-0.2,12,-2.4

# Limited to HTR5A inv ag and Tat export inh, for 3 of the compounds above:
Compound	HTR5A inv ag	Tat export inh
CCCCOc1cccc(OCC(=O)Nc2nc3ccccc3[nH]2)c1	-8	-11
CCCc1cc(=O)n2[nH]c(-c3ccc(Br)cc3)cc2n1	-23	-3
Cc1cccc(CN2CCSc3sccc3C2=O)c1	8	4

# Screens (PubChem)
